PvdQ inh = P. aeruginosa PvdQ acylase inhibition; AID 488965; inhibition, % at 10 µM; purified PvdQ acylase, fluorescence plate reader; 340,000 compounds, 0.063% hits; in the data active = inhibition above about 30%, passing the limit was not always enough;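 also: 0% = vehicle neutral wells and 100% = reference inhibitor wells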
SR-BI DiI inh = mouse SR-BI HDL lipid transfer inhibition; 320,000 compounds, 0.96% hits; ldlA[mSR-BI] CHO cells, DiI-HDL uptake fluorescence, 3 h; Q61009; inhibition, % at 12.5 µM;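 active = mean replicate inhibition of at least 70% and a set share of replicates each scoring 70 or more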;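 also: 0% = median of neutral control wells and 100% = median of positive control wells; values of inactives mirror those of a sister screen read the other way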
MITF act = MITF TRPM1 promoter activation in melanoma cells | activation, % at 12.5 µM | 300,000 compounds, 0.75% hits | AID 588334 | SK-MEL-5 TRPM1-promoter luciferase, 24 h; % of positive control, neutral wells = 0;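 active = mean activation of at least 80% with every replicate also reaching 80%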;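 also: 0% = neutral control wells and 100% = parthenolide positive control wells; values of inactives mirror those of a sister screen read the other way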
CAL PDZ FP-1 = blocks peptide binding to human CAL PDZ domain; purified CAL PDZ, TMR-peptide fluorescence polarization, 1 h; AID 504414; 330,000 compounds, 0.02% hits; inhibition, % at 20 µM; Q9HD26;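 active = highest replicate inhibition of at least 40%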;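 also: plate controls were DMSO neutral control wells for no effect and unlabeled competitor peptide control wells for full effect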
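System: purified tagged CAL PDZ domain construct (CerCALP). Schedule: 1 h incubation at room temperature before polarization reading. Medium: 25 mM sodium phosphate pH 7.4, 150 mM NaCl, TCEP, IgG, Thesit. Read-out: percent inhibition from loss of millipolarization. Measured by: FP readout, S and P plane fluorescence. Probe or stimulus: fluorescent TMR peptide probe.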
Rtt109 Vps75 = C. albicans Rtt109 histone acetyltransferase inhibition | Q5AAJ8 | purified Rtt109/Vps75, ThioGlo CoA-SH fluorescence, 4 h | inhibition, % at 34.9 µM | 330,000 compounds, 0.16% hits;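 active = inhibition of at least 50% in every replicate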
SR-BI DiI-HDL act = activators of SR-BI mediated HDL lipid uptake; CHO ldlA[mSR-BI] cells, DiI-HDL uptake fluorescence, 3 h; 100 = double the neutral-control signal; activation, % at 12.5 µM; 320,000 compounds, 0.096% hits;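 active = mean replicate activation of at least 60% and every replicate at or above 60%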;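 also: 0% = median plate neutral-control signal and 100% = twice that signal; values of inactives mirror those of a sister screen read the other way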
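System: CHO ldlA[mSR-BI] cells / Medium: HEPES-buffered (25 mM, pH 7.4) F12 plus 0.5% BSA / Probe or stimulus: labelled HDL, 10 µg/mL / Doses: single compound concentration, delivered by pin transfer / Schedule: 3 h, 37 °C / Measured by: DiI fluorescence, bottom read / Measure: cell-associated DiI fluorescence as measure of HDL uptake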
dFosB act = enhances mouse delta FosB homodimer DNA binding | P13346 | purified delta FosB, TAMRA-CDK5 oligo fluorescence polarization; percent of positive-control signal above neutral wells | activation, % at 25 µM | 340,000 compounds, 0.99% hits | AID 493131;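 active = mean activation above about 17%, with every replicate also reaching it, limit read from the data, passing the limit was not always enough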;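 also: fluorescence polarization rise as delta FosB binds a TAMRA Cdk5 AP-1 oligo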
NSD2 HMT inh = blocks human histone methyltransferase NSD2. inhibition, % at 12.5 µM. NSD2 peptide methylation, AlphaScreen, 120 min. O96028. 310,000 compounds, 0.54% hits; in the data active = inhibition above about 50%
Target sequence (O96028 whole entry, looked up): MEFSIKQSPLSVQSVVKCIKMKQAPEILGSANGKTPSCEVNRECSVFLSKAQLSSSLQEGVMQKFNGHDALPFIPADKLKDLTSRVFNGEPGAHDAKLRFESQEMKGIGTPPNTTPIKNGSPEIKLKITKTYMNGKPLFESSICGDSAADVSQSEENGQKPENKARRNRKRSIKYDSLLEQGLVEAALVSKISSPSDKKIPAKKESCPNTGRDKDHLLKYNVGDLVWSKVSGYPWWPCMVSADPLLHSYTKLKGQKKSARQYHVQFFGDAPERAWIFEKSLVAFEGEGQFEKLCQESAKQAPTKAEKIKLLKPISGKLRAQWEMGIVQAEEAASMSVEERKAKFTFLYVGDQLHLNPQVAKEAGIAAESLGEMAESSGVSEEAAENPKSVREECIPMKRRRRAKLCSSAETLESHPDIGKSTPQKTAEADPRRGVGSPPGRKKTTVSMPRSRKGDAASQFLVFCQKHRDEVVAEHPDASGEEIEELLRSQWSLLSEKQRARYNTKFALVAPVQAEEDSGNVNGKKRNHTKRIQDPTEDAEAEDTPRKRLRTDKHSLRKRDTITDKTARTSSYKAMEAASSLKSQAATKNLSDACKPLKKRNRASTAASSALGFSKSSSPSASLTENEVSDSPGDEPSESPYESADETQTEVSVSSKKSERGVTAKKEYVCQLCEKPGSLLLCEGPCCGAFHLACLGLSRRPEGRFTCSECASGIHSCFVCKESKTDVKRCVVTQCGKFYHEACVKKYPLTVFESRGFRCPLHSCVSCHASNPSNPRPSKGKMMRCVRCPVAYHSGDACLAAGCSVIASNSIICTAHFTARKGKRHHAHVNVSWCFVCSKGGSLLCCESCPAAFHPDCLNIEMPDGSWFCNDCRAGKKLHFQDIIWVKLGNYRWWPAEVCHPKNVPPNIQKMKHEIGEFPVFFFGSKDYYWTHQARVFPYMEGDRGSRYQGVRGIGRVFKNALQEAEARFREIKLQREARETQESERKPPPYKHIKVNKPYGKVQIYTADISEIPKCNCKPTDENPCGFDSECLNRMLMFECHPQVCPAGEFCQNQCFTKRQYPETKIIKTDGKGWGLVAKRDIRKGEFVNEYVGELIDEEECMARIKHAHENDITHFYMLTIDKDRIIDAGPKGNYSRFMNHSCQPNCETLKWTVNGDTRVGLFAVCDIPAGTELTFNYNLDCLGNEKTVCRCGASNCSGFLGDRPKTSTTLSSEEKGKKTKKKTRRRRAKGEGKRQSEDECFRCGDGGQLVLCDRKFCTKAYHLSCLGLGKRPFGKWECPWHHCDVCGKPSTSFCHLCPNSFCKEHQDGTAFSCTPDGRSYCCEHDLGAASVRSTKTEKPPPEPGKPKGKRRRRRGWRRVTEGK
CAL PDZ FP-2 = blocks peptide binding to the human CAL PDZ domain; Q9HD26; purified CAL PDZ, TMR-peptide fluorescence polarization, 1 h; inhibition, % at 24.9 µM; 300,000 compounds, 0.92% hits; AID 602252;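 active = mean inhibition of at least 30% with at least half of replicates also reaching 30%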;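 also: 0% = DMSO neutral control and 100% = excess unlabeled competitor peptide PRC23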
PfHsp90 set2 = inhibits growth of yeast expressing Plasmodium falciparum Hsp90; 310,000 compounds, 0.32% hits; S. cerevisiae expressing PfHsp90, BacTiter-Glo ATP, 48 h; yeast lacking PDR1 and PDR3 efflux regulators; inhibition, % at 9.4 µM;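 active = every replicate shows inhibition above about 80%, whatever the replicate mean, limit read from the data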;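 also: 0% = DMSO neutral controls and 100% = 20 µM radicicol positive controls; yeast relying on Plasmodium falciparum Hsp90 in place of its own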
The depositor's hits bear a star; x = not tested or not shown.

SMILES	PvdQ inh	SR-BI DiI inh	MITF act	CAL PDZ FP-1	Rtt109 Vps75	SR-BI DiI-HDL act	dFosB act	NSD2 HMT inh	CAL PDZ FP-2	PfHsp90 set2
O=C(c1nc2ccccn2c1CNCCCn1ncc2ccccc21)N1CCCC1	-5	x	-18	-1.0	4	x	-6	x	3	10
COc1ccc(C(=O)C(C)OC(=O)CN2C(=O)c3ccccc3C2=O)cc1 (stereo unspecified)	3	16	1	-0.3	9	-16	-11	2	-5	10
COc1ccc(NC(=O)C23CCC(C)(C(=O)O2)C3(C)C)cc1 (stereo unspecified)	-16	-23	-1	-0.2	3	23	-1	-3	-1	-5
COC(=O)CSc1nc2ccccc2nc1SCC(=O)OC	-2	-32	-6	-3.1	-6	32	-10	-4	-2	12
CS(=O)(=O)c1ccc(C(=O)OCC(=O)NCc2cccs2)cc1[N+](=O)[O-]	-14	-27	-84	0.0	1	27	-2	2	-1	3
CN(C(=O)c1cccc(N2C(=O)C3CC=CCC3C2=O)c1)C1CCCCC1 (stereo unspecified)	-2	10	-1	x	7	-10	-14	-4	-5	x
O=C(Nc1ccccc1)N1CCc2ccccc2C1	-9	-17	32	0.0	-6	17	-1	x	-9	9
O=C(O)CS(=O)(=O)c1ccc(C(F)(F)F)cn1	-5	-17	-7	-1.4	0	17	-4	-3	-2	21
CC(NC(=O)COC(=O)c1cn(-c2ccccc2)nc1-c1cccs1)c1ccccc1 (stereo unspecified)	-14	58	3	-1.4	3	-58	-9	7	0	-5
CCN(Cc1nc(-c2ccccc2)no1)C(=O)c1ccoc1C	-6	x	x	-2.3	1	x	-11	-1	-4	3
Cc1nc2sc(C(c3cccc(F)c3)N3CCC(O)CC3)c(O)n2n1 (stereo unspecified)	-8	-7	6	-2.7	-3	7	-5	-3	-1	-2
CCCN1CCN(CCCNC(=O)c2ccc(CS(=O)c3ccccc3C)o2)CC1 (stereo unspecified)	-2	-1	0	-0.1	-7	1	2	16	3	1
CSCCC(NC(=O)c1cc(S(=O)(=O)N2CCOCC2)ccc1C)c1nc2ccccc2[nH]1 (stereo unspecified)	-16	-31	-3	0.7	-8	31	0	1	6	x
COc1ccc(OC)c(C(O)c2coc3ccc(O)c(CN4CCOCC4)c23)c1 (stereo unspecified)	1	-2	2	x	2	2	-3	2	-2	-2
COCCn1c(C)cc(C(=O)COC(=O)c2n[nH]c3ccccc23)c1C	-15	44	8	-2.0	3	x	-4	4	-1	72
COc1ccccc1C1=NOC(C)(c2nnc(Cc3ccccc3)o2)C1 (stereo unspecified)	-8	-12	-2	-1.9	-2	12	-1	x	7	15
CC(=O)OCN(C#N)c1nc(N(C)C)nc(N(C)C)n1	-10	-3	-18	-0.9	1	3	-2	-2	1	2
O=C(O)CSc1ccnc2cc(Cl)ccc12	-12	-14	x	0.7	-2	14	-7	-4	6	0
Cc1ccc(S(=O)(=O)Nc2c(C)cc(C)nc2Cl)cc1	-17	-15	-11	x	0	15	3	-1	-4	8
CC[C@@]12C(=O)N(c3cccc(F)c3)C(=O)N1[C@H](c1ccc(Cl)cc1)[C@@H]1C(=O)N(C3CCCCC3)C(=O)[C@@H]12	-8	-2	-1	-1.3	4	2	-10	x	-2	-35
COc1ccc(OCC(=O)Nc2ccc(N3CCN(C(=O)c4ccco4)CC3)cc2)cc1	-8	61	-3	0.4	-2	-61	-5	2	2	-1
CC1CCN(C(=O)c2cc3ccccc3o2)CC1	-11	14	x	-1.2	-3	-14	-6	1	x	7
Cc1nnc(SCC(=O)c2cc(C)n(-c3c(C)n(C)n(-c4ccccc4)c3=O)c2C)s1	12	-21	-5	-2.2	x	21	-1	2	-3	4
CCOC(=O)c1c(NC(=O)c2c(C)noc2C)sc2c1CCCCC2	10	13	-3	-1.7	14	-13	1	x	-3	9
Cc1cc(C)n(CCC(=O)Nc2ccc(-c3ccno3)cc2)n1	-13	48	5	-3.5	1	-48	-1	-3	-6	-7
Following part.
SMILES	PvdQ inh	SR-BI DiI inh	MITF act	CAL PDZ FP-1	Rtt109 Vps75	SR-BI DiI-HDL act	dFosB act	NSD2 HMT inh	CAL PDZ FP-2	PfHsp90 set2
Cc1ccc(-c2noc(-c3ccccc3C(=O)NCc3ccco3)n2)cc1	9	12	x	-1.0	-8	-12	-8	0	2	7
CCOC(=O)C(=CNc1cc(C)nn1-c1ccc(Cl)cc1)C(=O)OCC	-8	48	-43	-1.7	-2	-48	-12	15	-1	9
CCOC(=O)CNc1ncnc2nc[nH]c12	-9	-21	x	0.0	-3	22	-5	x	x	27
Nc1nc2nc(-c3ccc(F)cc3)cc(C(F)(F)F)n2n1	-13	x	1	-1.5	-26	x	1	-2	3	x
c1ccc(OCc2nnc(-c3ccccc3)o2)cc1	1	-5	51	-2.2	2	5	7	-1	3	x
O=C(CCCNC(=O)c1ccc(Cl)cc1)Nc1ccccc1C(F)(F)F	-29	-2	-1	-2.0	3	2	-13	-2	-1	-7
COc1ccccc1NS(=O)(=O)c1cccc(NC(=S)NCCN2CCOCC2)c1	-11	-19	-1	-1.0	-3	19	0	-2	2	-41
CCC(=O)Nc1cccc(-c2nc3ccc(C)cc3o2)c1	5	31	x	0.1	-16	-31	-39	0	-3	-2
COc1ccc(OCC(=O)Nc2ccc3c(c2)nc(CCN2CCN(C)CC2)n3C)cc1	-10	-4	1	-0.5	5	4	-5	17	6	-26
CCOC(=O)c1cnn(-c2cc(C)c3ccccc3n2)c1N	-7	-4	6	0.6	10	4	-7	-4	-2	-27
O=C(C1CCCN(S(=O)(=O)c2cccc3nsnc23)C1)N1CC=C(c2ccccc2)CC1 (stereo unspecified)	-13	29	-15	-2.1	x	-29	1	x	-1	-29
CCCCCC(C)NC(=O)c1ccoc1C (stereo unspecified)	-9	9	x	-2.7	-1	-9	-9	-4	-3	x
O=C(CSc1nc(=O)n(CCCN2CCOCC2)c2c1CCCC2)Nc1ccccc1Cl	-12	-17	11	-0.6	9	17	-4	2	-6	14
O=C(NCCCn1ccnc1)c1ccc(Cl)cc1	-1	3	x	2.0	37	-3	-4	-1	-5	9
CC(=O)c1ccc(C(=O)N2CCCC(N3CCN(c4ccc(F)cc4)CC3)C2)s1 (stereo unspecified)	6	27	-6	-0.7	-5	x	-3	-1	x	9
COc1cc(OC)c2cc(C(=O)N[C@@H](Cc3ccccc3)C(=O)O)n(C)c2c1	-3	-14	4	-1.2	11	14	4	1	-1	-12
CCCNC(=O)Nc1cc(OC)c(OC)cc1Cc1nccc2cc(OC)c(OC)cc12	10	-9	2	-1.6	16	9	-11	36	-4	-6
Cn1c(=O)c2c(ncn2CC(COCc2ccccc2Cl)OCc2ccccc2Cl)n(C)c1=O (stereo unspecified)	3	26	x	-2.5	23	-26	-13	5	-3	-16
O=C(Nc1ccc(C(=O)N2CCCC2)cc1)c1ccc2c(c1)OCO2	-2	22	51	-0.9	6	-22	-7	3	-1	-7
COc1cc(C)ccc1OCC(=O)OCC(=O)c1ccc[nH]1	-13	-12	3	0.9	4	12	6	0	4	-16
CC(=O)N1CCN(C(=O)c2ccc(Cl)c(NC(=O)c3cccs3)c2)CC1	0	6	-8	-3.1	4	-6	-2	-1	-3	-5
CN(/N=C/c1ccncc1)C1=NCCN1	-16	-9	1	-1.6	-5	9	0	0	-1	12
O=C(CN1C(=O)c2ccccc2C1=O)Nc1cccc(Cl)c1	-8	22	x	-0.8	-8	-22	-3	-1	6	15
CCN1CCN(c2nc3c(c(=O)[nH]c(=O)n3C)n2CCCSc2ncccn2)CC1	3	-17	-1	0.0	5	17	4	x	0	-10
CCOc1ccc(S(=O)(=O)N2CCCCC2)cc1NC(=O)CSCc1c(C)noc1C	-5	-12	-1	-0.5	0	12	-3	1	-2	x
COC(=O)Nc1nc2ccc(Sc3ccccc3)cc2[nH]1	6	0	30	-0.4	-2	0	2	x	2	-1

Ordered by formula weight (ascending): 13 of the compounds above
SMILES	PvdQ inh	SR-BI DiI inh	MITF act	CAL PDZ FP-1	Rtt109 Vps75	SR-BI DiI-HDL act	dFosB act	NSD2 HMT inh	CAL PDZ FP-2	PfHsp90 set2
CN(/N=C/c1ccncc1)C1=NCCN1	-16	-9	1	-1.6	-5	9	0	0	-1	12
c1ccc(OCc2nnc(-c3ccccc3)o2)cc1	1	-5	51	-2.2	2	5	7	-1	3	x
Nc1nc2nc(-c3ccc(F)cc3)cc(C(F)(F)F)n2n1	-13	x	1	-1.5	-26	x	1	-2	3	x
COC(=O)Nc1nc2ccc(Sc3ccccc3)cc2[nH]1	6	0	30	-0.4	-2	0	2	x	2	-1
O=C(CN1C(=O)c2ccccc2C1=O)Nc1cccc(Cl)c1	-8	22	x	-0.8	-8	-22	-3	-1	6	15
Cc1ccc(-c2noc(-c3ccccc3C(=O)NCc3ccco3)n2)cc1	9	12	x	-1.0	-8	-12	-8	0	2	7
CCOC(=O)C(=CNc1cc(C)nn1-c1ccc(Cl)cc1)C(=O)OCC	-8	48	-43	-1.7	-2	-48	-12	15	-1	9
COc1cc(OC)c2cc(C(=O)N[C@@H](Cc3ccccc3)C(=O)O)n(C)c2c1	-3	-14	4	-1.2	11	14	4	1	-1	-12
COc1ccc(OCC(=O)Nc2ccc3c(c2)nc(CCN2CCN(C)CC2)n3C)cc1	-10	-4	1	-0.5	5	4	-5	17	6	-26
CCCNC(=O)Nc1cc(OC)c(OC)cc1Cc1nccc2cc(OC)c(OC)cc12	10	-9	2	-1.6	16	9	-11	36	-4	-6
COc1ccccc1NS(=O)(=O)c1cccc(NC(=S)NCCN2CCOCC2)c1	-11	-19	-1	-1.0	-3	19	0	-2	2	-41
CCOc1ccc(S(=O)(=O)N2CCCCC2)cc1NC(=O)CSCc1c(C)noc1C	-5	-12	-1	-0.5	0	12	-3	1	-2	x
O=C(CSc1nc(=O)n(CCCN2CCOCC2)c2c1CCCC2)Nc1ccccc1Cl	-12	-17	11	-0.6	9	17	-4	2	-6	14
